Source: PubChem (The Scripps Research Institute Molecular Screening Center)
CHRM1 PAM: human CHRM1 positive allosteric modulation | P11229 | CHO-K1 hM1, Fluo-8 calcium fluorescence, ACh EC20; 0% = ACh EC20, 100% = maximal ACh | activation, % at 3 µM | hit rate 0.088% among 360,000 | AID 588819; in the data active = activation above about 19%, passing the limit was not always enough
M4 ag: CHRM4 agonism in calcium assay; P08173; CHO-K1 hM4/Gqi5, Fluo-8 calcium fluorescence; vehicle 0%, full acetylcholine response 100%; activation, % at 3 µM; hit rate 0.14% among 360,000;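 active = activation above the run mean over all test wells plus 3 SD, cut at about 32% in these data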;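 also: peak over basal fluorescence ratio per well then scaled between controls; 0% = DMSO wells and 100% = acetylcholine at EC100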
Target sequence (P08173 whole entry, looked up): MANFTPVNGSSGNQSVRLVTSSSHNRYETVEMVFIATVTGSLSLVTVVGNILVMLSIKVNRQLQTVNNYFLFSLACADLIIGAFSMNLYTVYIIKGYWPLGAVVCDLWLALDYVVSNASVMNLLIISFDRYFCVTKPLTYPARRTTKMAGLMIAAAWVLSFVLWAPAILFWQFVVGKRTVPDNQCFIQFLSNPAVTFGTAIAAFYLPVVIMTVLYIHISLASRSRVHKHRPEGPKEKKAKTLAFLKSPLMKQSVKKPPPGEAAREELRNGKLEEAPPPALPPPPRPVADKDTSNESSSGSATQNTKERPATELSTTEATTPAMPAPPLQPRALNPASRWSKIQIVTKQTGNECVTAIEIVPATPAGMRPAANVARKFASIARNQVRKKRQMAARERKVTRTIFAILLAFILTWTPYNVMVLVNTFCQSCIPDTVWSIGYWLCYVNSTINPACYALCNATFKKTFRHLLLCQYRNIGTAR
M5 ag: CHRM5 agonism in calcium assay; P08912; CHO-K1 hM5 cells, Fluo-8 calcium fluorescence; 0% DMSO wells, 100% maximal acetylcholine response; activation, % at 3 µM; hit rate 0.19% among 360,000;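 active = activation above the run's mean over test compounds plus 3 SD, cut at about 23% in these data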;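 also: signal is peak over basal fluorescence ratio across the kinetic read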
CHRM5 antagonist: blocks acetylcholine activation of human M5 receptor; inhibition, % at 3 µM; CHO-hM5 cells, Fluo-8 calcium fluorescence, ACh EC80; P08912; hit rate 0.59% among 360,000; AID 624040;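 active = inhibition above a per-plate cutoff, the mean of that plate's test compounds plus 3 SD, cut at about 27% in these data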;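 also: 0% = acetylcholine EC80 with DMSO and 100% = DMSO without agonist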
CHRM1 antagonist: antagonists of human M1 muscarinic receptor. P11229. CHO-K1 hM1, Fluo-8 calcium fluorescence, ACh EC80 antagonist. inhibition, % at 3 µM. hit rate 1.3% among 360,000;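 active = percent inhibition above its own plate's cutoff, namely the mean of that plate's compound wells plus 3 SD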;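 also: peak over basal fluorescence ratio during 140 s after agonist addition; 0% = ACh EC80 plus DMSO and 100% = DMSO alone without agonist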
M1 ag: agonists of human M1 muscarinic receptor | activation, % at 3 µM | hit rate 0.33% among 360,000 | P11229 | CHO-K1 hM1, Fluo-8 calcium fluorescence, agonist mode; 0% DMSO, 100% acetylcholine EC100;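 active = activation above the run's mean compound activation plus 3 SD, cut at about 16% in these data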;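 also: peak over basal fluorescence ratio within a 140 s kinetic read after compound addition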
CHRM5 PAM: potentiates acetylcholine response at human M5 receptor; CHO-K1 hM5, Fluo-8 calcium, ACh EC20 PAM; 0% = ACh EC20, 100% = ACh EC100; hit rate 0.3% among 360,000; AID 624038; activation, % at 3 µM;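 active = activation above the run cutoff, the mean activation of all test compounds plus 3 SD, cut at about 18% in these data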
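System: CHO-K1 hM5 cells. Reagent: acetylcholine, EC20 level. Compound dosing: single dose, 3 µM nominal final test concentration. Timing: Post-acetylcholine fluorescence recording 140 s. Detection: Fluo-8 calcium fluorescence. Read-out: % activation, ACh-normalized. Benchmarks: ACh EC20 and EC100 wells. Repeats: singlicate, one well per test compound.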
M4 antag: CHRM4 antagonism in calcium assay; CHO-hM4 cells, ACh EC80, Fluo-8 calcium fluorescence; inhibition, % at 3 µM; hit rate 0.73% among 360,000;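 active = inhibition above its plate's cutoff, the mean inhibition of sample wells plus 3 SD, cut at about 27% in these data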;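 also: 0% = acetylcholine EC80 with DMSO and 100% = DMSO without agonist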
TAAR1 ag: agonists of human TAAR1; Q96RJ0; activation, % at 3 µM; CHO RD-HGA16 TAAR1, Fluo-8 calcium fluorescence; vehicle wells 0%, saturating PEA agonist 100%; hit rate 0.99% among 360,000;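 active = activation above the mean activation of all test compounds in the run plus 3 SD, cut at about 38% in these data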
Target sequence (Q96RJ0 whole entry, looked up): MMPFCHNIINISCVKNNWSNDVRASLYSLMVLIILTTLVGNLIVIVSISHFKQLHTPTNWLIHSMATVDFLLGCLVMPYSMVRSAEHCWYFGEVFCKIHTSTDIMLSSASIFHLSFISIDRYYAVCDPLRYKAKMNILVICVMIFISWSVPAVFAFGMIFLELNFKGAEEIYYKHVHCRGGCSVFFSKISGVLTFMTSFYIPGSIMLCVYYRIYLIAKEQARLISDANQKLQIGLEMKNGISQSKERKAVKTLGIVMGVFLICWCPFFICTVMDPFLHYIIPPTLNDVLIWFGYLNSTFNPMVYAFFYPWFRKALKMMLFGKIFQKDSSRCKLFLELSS
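Signal – calcium-sensitive Fluo-8 signal, excitation 470-495, emission 515-575 nm · System – RD-HGA16 (CHO) cells co-expressing Gα16 and hTAAR1 · Incubation – 17-24 h seeding, 75 min 37 °C dye, 30 min RT · Compound dosing – 3 µM single concentration · Repeats – no replicates (n 1)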
Numbers without * were called inactive; . = no result given. The list is partial; rates above refer to the full screens.

SMILES | CHRM1 PAM | M4 ag | M5 ag | CHRM5 antagonist | CHRM1 antagonist | M1 ag | CHRM5 PAM | M4 antag | TAAR1 ag
Cc1cc(C)cc(OCC(=O)Nc2cc(NC(=O)COc3cc(C)cc(C)c3)cc(C(=O)O)c2)c1 | 2 | 0 | 0 | 3 | 0 | -9 | -4 | 11 | 1
CC(C)(C)OC(=O)NCCCC[C@H](NC(=O)c1nc[nH]c1C(=O)NCc1ccccc1)C(=O)OC(C)(C)C | -3 | 8 | -1 | 17 | -1 | -5 | -8 | -6 | 15
CCOC(=O)Cn1nc(C)c(NC(=O)COc2cccc(Cl)c2)c1C | 5 | 4 | 6 | -3 | -3 | -2 | -1 | -7 | 1
Clc1ccccc1N=C1NN=C(c2cccs2)CS1 | 3 | 1 | -3 | 2 | -5 | -4 | 4 | -8 | -3
Cc1cc(C)n(-c2ncc3c(n2)N(C)CCOC3=O)n1 | -9 | 11 | 4 | 7 | 15 | 0 | -8 | 4 | 1
COc1ccc(-c2nc3c4ccccc4ccn3c2Cc2ccccc2)cc1OC | -7 | 3 | -7 | 5 | -16 | -6 | -18 | 4 | 3
Cc1ccc(NC(=O)C(C)N2C(=O)c3ccccc3C2=O)cc1S(=O)(=O)N1CCOCC1 (stereo unspecified) | 17 | 4 | 2 | 2 | -18 | -1 | 6 | 2 | 5
Cc1cc(=O)oc2ccc(OCC(=O)NCc3ccco3)cc12 | 7 | 1 | 0 | -1 | -7 | -2 | 0 | 9 | 13
COc1ccc(CNC(=O)/C=C/c2ccc(S(=O)(=O)NCc3ccco3)cc2)cc1OC | -1 | 6 | -2 | 0 | -3 | -5 | -5 | -7 | 2
Cc1ccccc1-c1nc(CS(=O)CC(=O)NC2CC2)c(C)o1 (stereo unspecified) | 9 | 1 | 1 | 1 | -9 | -2 | 11 | 2 | 2
NC(=O)c1ccc(NC(=O)c2cc(S(=O)(=O)N3CCCCC3)ccc2N2CCOCC2)cc1 | 5 | 1 | 1 | 0 | -5 | -5 | -5 | 6 | 20
COc1cccc(CNC(=O)CSc2nc3ccc(C)cc3[nH]2)c1 | 4 | 2 | -2 | 3 | -14 | -4 | -2 | 0 | 0
COc1ccc(/C(C)=N/NC(=O)c2nnn(-c3nonc3N)c2CN(C)c2ccccc2)cc1 | 13 | 3 | -3 | 0 | -7 | 0 | 1 | -4 | 3
O=C(c1cccs1)c1coc2ccc(O)c(CN3CCOCC3)c12 | 3 | 3 | -4 | -6 | 0 | -4 | -4 | 11 | -4
O=C(NC1CCCC1)c1nc2c(nnn2Cc2cccc(Cl)c2)c(=O)[nH]1 | 5 | -3 | 1 | 4 | -5 | 1 | -1 | -1 | 1

A portion from the list above:
SMILES | CHRM1 PAM | M4 ag | M5 ag | CHRM5 antagonist | CHRM1 antagonist | M1 ag | CHRM5 PAM | M4 antag | TAAR1 ag
Cc1cc(C)cc(OCC(=O)Nc2cc(NC(=O)COc3cc(C)cc(C)c3)cc(C(=O)O)c2)c1 | 2 | 0 | 0 | 3 | 0 | -9 | -4 | 11 | 1
CC(C)(C)OC(=O)NCCCC[C@H](NC(=O)c1nc[nH]c1C(=O)NCc1ccccc1)C(=O)OC(C)(C)C | -3 | 8 | -1 | 17 | -1 | -5 | -8 | -6 | 15
CCOC(=O)Cn1nc(C)c(NC(=O)COc2cccc(Cl)c2)c1C | 5 | 4 | 6 | -3 | -3 | -2 | -1 | -7 | 1
Clc1ccccc1N=C1NN=C(c2cccs2)CS1 | 3 | 1 | -3 | 2 | -5 | -4 | 4 | -8 | -3
Cc1cc(C)n(-c2ncc3c(n2)N(C)CCOC3=O)n1 | -9 | 11 | 4 | 7 | 15 | 0 | -8 | 4 | 1
COc1ccc(-c2nc3c4ccccc4ccn3c2Cc2ccccc2)cc1OC | -7 | 3 | -7 | 5 | -16 | -6 | -18 | 4 | 3
Cc1ccc(NC(=O)C(C)N2C(=O)c3ccccc3C2=O)cc1S(=O)(=O)N1CCOCC1 (stereo unspecified) | 17 | 4 | 2 | 2 | -18 | -1 | 6 | 2 | 5
Cc1cc(=O)oc2ccc(OCC(=O)NCc3ccco3)cc12 | 7 | 1 | 0 | -1 | -7 | -2 | 0 | 9 | 13
COc1ccc(CNC(=O)/C=C/c2ccc(S(=O)(=O)NCc3ccco3)cc2)cc1OC | -1 | 6 | -2 | 0 | -3 | -5 | -5 | -7 | 2
Cc1ccccc1-c1nc(CS(=O)CC(=O)NC2CC2)c(C)o1 (stereo unspecified) | 9 | 1 | 1 | 1 | -9 | -2 | 11 | 2 | 2
NC(=O)c1ccc(NC(=O)c2cc(S(=O)(=O)N3CCCCC3)ccc2N2CCOCC2)cc1 | 5 | 1 | 1 | 0 | -5 | -5 | -5 | 6 | 20

Only M4 ag, M1 ag and CHRM5 antagonist (two entries from above):
| SMILES | M4 ag | M1 ag | CHRM5 antagonist |
| --- | --- | --- | --- |
| Cc1cc(C)cc(OCC(=O)Nc2cc(NC(=O)COc3cc(C)cc(C)c3)cc(C(=O)O)c2)c1 | 0 | -9 | 3 |
| CC(C)(C)OC(=O)NCCCC[C@H](NC(=O)c1nc[nH]c1C(=O)NCc1ccccc1)C(=O)OC(C)(C)C | 8 | -5 | 17 |

The results go on.
SMILES | CHRM1 PAM | M4 ag | M5 ag | CHRM5 antagonist | CHRM1 antagonist | M1 ag | CHRM5 PAM | M4 antag | TAAR1 ag
CC1(C)NC(=O)N(CC(=O)NNC(=O)c2ccccc2F)C1=O | 8 | 1 | 4 | 3 | -11 | 0 | -7 | 2 | 0
O=S(=O)(c1ccc(Oc2ccc(F)c(Cl)c2)nc1)N1CCOCC1 | 2 | 1 | 3 | -5 | -6 | -3 | -5 | -3 | 3
CCCCn1c(NC(=O)c2ccco2)c(S(=O)(=O)c2ccc(C)cc2)c2nc3ccccc3nc21 | 1 | 3 | 2 | 0 | 4 | -6 | -2 | 1 | 6
CC(C)Cc1cc(C(=O)Nc2cc(Cl)ccc2Cl)no1 | -1 | 1 | -2 | -5 | -3 | -3 | 6 | -36 | 2
CC(C)(CNC(=O)/C=C/c1ccc(F)cc1)CNC(=O)/C=C/c1ccc(F)cc1 | -2 | 6 | -3 | 3 | -1 | -1 | -13 | 10 | 9
Cc1[nH]ccc2c1[nH]c1cc(=O)ccc12 | 9 | 0 | -4 | 12 | -11 | -7 | -4 | -10 | 4
CC(=O)c1cccc(NC(=O)C2CCCN(S(=O)(=O)c3ccc(F)cc3)C2)c1 (stereo unspecified) | 0 | 7 | 2 | 13 | 4 | -3 | -11 | 6 | 14
CCOc1ccc2nc(N3C(=O)CNC3=S)sc2c1 | 2 | 10 | -2 | 16 | 2 | 1 | -13 | 7 | 3
CC(C)(C)OC(=O)N1Cc2ccccc2C[C@H]1C(=O)NCC(=O)NCC1CCCO1 (stereo partly specified) | 5 | 0 | -7 | -5 | -8 | -2 | -2 | -8 | 0
CCOc1ccccc1NC(=O)Cn1nnc(C(=O)NCCc2ccc(OC)c(OC)c2)c1N | 4 | 8 | -1 | -8 | -3 | -3 | -8 | -23 | 6
CC1=NCCN1S(=O)(=O)c1cccc([N+](=O)[O-])c1 | 6 | 0 | 4 | -6 | -7 | -8 | 4 | 9 | 11
O=C(NC1CCCC1)C(c1ccccc1)n1c(-c2ccc3c(c2)CCO3)nc2ccccc21 (stereo unspecified) | . | 6 | -3 | 10 | . | . | -8 | -11 | 1
Cc1cccc(C(CC(=O)O)n2cccc2)c1 (stereo unspecified) | 2 | 1 | -1 | -4 | -15 | -1 | -1 | -6 | 2
O=C(CCNS(=O)(=O)c1cccc2nsnc12)NCc1cccs1 | 4 | 1 | -7 | -3 | 3 | -1 | -3 | 1 | 0
CCOC(=O)c1c(C)[nH]c(C)c1S(=O)(=O)NCC1CCN(Cc2ccccc2F)CC1 | 4 | 0 | -8 | 4 | -16 | -6 | 6 | -2 | -1
O=C(Nc1cccc(C(=O)N2CCN(Cc3ccccc3)CC2)c1)c1ccccc1 | 2 | 6 | -2 | -9 | -3 | 0 | -3 | -1 | 13
O=C(Cc1cccc(NC(=O)C2CCN(C(=O)C3CCCC3)CC2)c1)Nc1cccc(C(=O)N2CCOCC2)c1 | 8 | 0 | 1 | 2 | -14 | -4 | -1 | -3 | 0
Nc1cc2c(cc1Cl)-c1ccc([N+](=O)[O-])cc1C2=NO | 0 | 10 | 18 | 25 | 2 | 0 | -18 | -12 | 2
CC(C)Nc1nc(-c2ccncc2)nc(-c2ccccc2)c1C#N | -3 | 0 | -1 | 10 | 1 | -3 | -4 | 1 | -1
COc1ccc(C(=O)NCC2CCCO2)cc1S(=O)(=O)NCc1ccc(Cl)cc1 (stereo unspecified) | 7 | 1 | 2 | -6 | -17 | 0 | 0 | -9 | 2
CNCc1ccccc1OCc1ccccc1F | 6 | 3 | -1 | 4 | -8 | -7 | 8 | -1 | 3
CS(=O)(=O)Nc1ccc(C(=O)N2CCN(c3ccccc3F)CC2)cc1 | 1 | -1 | -2 | -9 | -6 | -5 | 4 | 10 | 0
COc1ccc(C(=O)Nc2ccccc2C(N)=O)cc1 | -4 | 3 | 0 | -1 | 11 | -1 | -2 | -3 | 12
Cc1cc(C(=O)COC(=O)/C=C/c2cccc(F)c2)c(C)n1C | 4 | 5 | 3 | -5 | -7 | -2 | 2 | 0 | 0
Cc1ccc(NC(=O)c2ccc3c(SCC(=O)O)c4c(nc3c2)CCCC4)c(Br)c1 | 6 | 1 | -3 | 10 | -13 | 0 | -5 | -2 | 0
CCOc1ccc(NCc2nnc(SCC(=O)Nc3cc(C)on3)n2-c2ccccc2OC)cc1 | 1 | 0 | 2 | -12 | 14 | 2 | 5 | -13 | .
CCOC(=O)C1=C(c2ccccc2)c2ccccc2N(S(=O)(=O)C(F)(F)F)C1C(=O)OCC (stereo unspecified) | -2 | 6 | 1 | 4 | -2 | -5 | -3 | -9 | 5
CCc1cc2c(=O)c(-c3nc4ccccc4n3C)c(C)oc2c(CN(CC)CC)c1O | 4 | 1 | -2 | 0 | -6 | -4 | -1 | -6 | 1
CCOC(=O)C1CCN(S(=O)(=O)c2cc(Br)cc3c2N(C(=O)C2CC2)CC3)CC1 | -7 | 2 | -6 | -5 | 25 | 1 | -5 | -2 | 7
Cc1cccc(N(C(=O)c2csnn2)C(C(=O)NCc2ccccc2)c2cccs2)c1 (stereo unspecified) | 6 | 1 | -4 | 14 | -7 | -7 | -3 | 3 | 1
C#CCN(CC=C)C(=O)c1ccc2nc(C3CCCCC3)oc2c1 | 10 | 1 | -1 | 4 | -3 | -3 | -2 | -7 | 0
CCN1C(=O)[C@H]2[C@@H](c3ccc(C)cc3)N3C(=O)N(c4ccccc4)C(=O)[C@@]3(Cc3ccc(Cl)cc3)[C@H]2C1=O | 6 | 2 | 3 | 9 | 1 | -3 | 1 | 0 | .
Cc1nnc2sc(SCC(=O)Nc3nccs3)nn2c1=O | 9 | 1 | -1 | -2 | -2 | -5 | 1 | -4 | 2
